HIF-2a block – blocks HIF-2a reporter activity; 786-0 RCC cells HIF-2a reporter, luciferase luminescence, overnight; inhibition, % at 18.8 µM; 360,000 compounds, 0.72% hits;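 active means inhibition of the luminescence signal of 40% or more relative to plate controls, in a single-dose primary screen at 18.75 µM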
H9c2 protect – myocardial damage modulation in H9c2 cells | 360,000 compounds, 0.63% hits | H9c2 cardiomyocytes, H2O2 injury protection, ATPLite, 2 h | protection from H2O2 cell death, % at 20 µM;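 active means compounds giving at least 50% protection of heart cells from peroxide-induced death in the single-dose screen, raw or plate-pattern-corrected value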;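 further: 0% = DMSO wells with peroxide and 100% = DMSO wells without peroxide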
m5-HT2A agonist – activates the mouse 5-HT2A serotonin receptor. P35363. CHO-K1 mHTR2A beta-arrestin complementation, luminescence; percent of 30 µM serotonin response. activation, % at 7.6 µM. 360,000 compounds, 0.66% hits;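 active means activation above a run cutoff, the mean activation of all tested compounds plus 3 SD, cut at about 14% in these data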;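 further: 0% = plate median of compound wells and 100% = 30 µM serotonin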
MITF TRPM1 inh – reduces MITF-dependent TRPM1 promoter luciferase signal; SK-MEL-5 TRPM1 promoter luciferase, 24 h; inhibition, % at 12.5 µM; 330,000 compounds, 0.83% hits; AID 488899;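 active means mean inhibition across replicates of 60% or more, whatever share of single replicates reaches that level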; further: values of inactives mirror those of a sister screen read the other way
Peg3 prom inh – Peg3 promoter activity inhibition. inhibition, % at 20 µM. AID 588405. 360,000 compounds, 1.7% hits. HeLa PEG-Prom luciferase reporter, luminescence, overnight;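 active means inhibition of at least 50% at 20 µM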
NR2E3 ag-1 – activates human photoreceptor nuclear receptor NR2E3; GST-NR2E3/biotin-RetCOR TR-FRET, 1536-well; AID 2300; 320,000 compounds, 0.12% hits; Q9Y5X4; inhibition of corepressor binding, % at 4.78 µM;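 active means percent inhibition above the cutoff of mean plus 3 SD of all tested compounds, set per screening campaign, cut at about 20% in these data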;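 further: 0% = DMSO wells and 100% = biotin wells as full block of FRET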
Target sequence (Q9Y5X4 whole entry, looked up): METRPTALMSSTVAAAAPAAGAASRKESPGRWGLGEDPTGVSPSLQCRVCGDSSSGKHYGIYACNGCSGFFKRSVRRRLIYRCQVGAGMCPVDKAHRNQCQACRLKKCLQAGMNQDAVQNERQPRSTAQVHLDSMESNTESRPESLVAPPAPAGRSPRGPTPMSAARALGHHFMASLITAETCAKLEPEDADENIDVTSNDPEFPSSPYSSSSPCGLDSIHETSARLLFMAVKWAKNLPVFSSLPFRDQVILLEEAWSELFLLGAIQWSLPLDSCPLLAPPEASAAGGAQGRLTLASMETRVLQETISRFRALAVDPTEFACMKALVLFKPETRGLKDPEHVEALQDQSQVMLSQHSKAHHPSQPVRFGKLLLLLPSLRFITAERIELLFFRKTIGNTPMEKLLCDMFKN
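System: GST-tagged NR2E3 plus biotinylated RetCOR corepressor; Buffer or medium: pH 7.5 Tris-based buffer; Probe or stimulus: RetCOR corepressor, biotinylated, 7 nM; Doses: compound at 4.8 µM, single dose; Schedule: 5 h incubation at 4 °C; Technique: time-resolved FRET; Evaluation: percent inhibition of TR-FRET ratio; Replication: one well per compound, singlicate testing.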
NR2E3 ag-2 – agonists of human NR2E3 nuclear receptor | CHO-S Gal4-NCOR/VP16-NR2E3 two-hybrid, luciferase | Q9Y5X4 | 360,000 compounds, 0.35% hits | inhibition of corepressor binding, % at 3.98 µM | AID 602229;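 active means inhibition above the mean of all tested compounds plus 3 SD, cut at about 70% in these data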;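 further: 0% = DMSO with NR2E3 transfected cells and 100% = cells lacking NR2E3 construct; higher means lower luciferase signal from less NR2E3 corepressor binding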
CaV13 ICDI inh – Primary screen for inhibitors of IQ motif and Ca2+-dependent inactivation inhibitor domain binding in CACNA1D, Förster resonance energy transfer in living cells, …; HEK cells, CFP/YFP FRET ICDI-IQ, plate reader, 10 min; percent FRET-ratio fall versus neutral wells; inhibition, % at 12.3 µM; 340,000 compounds, 0.098% hits; AID 743397;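 active means mean replicate inhibition of at least 30% and at least 1% of replicates passing that level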;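 further: 0% = median of the neutral control wells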
Shn3 inh set2 – inhibitors of Schnurri-3 3'UTR reporter in osteoblasts | 360,000 compounds, 0.52% hits | AID 588674 | Clone20 osteoblast Shn3 3'UTR firefly luciferase, 24 h | inhibition, % at 12.5 µM;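 active means mean inhibition of at least 75% with every replicate also reaching 75%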;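 further: 0% = median of neutral control wells and 100% = pilot-screen positive control compound; some compounds past the cut are filed as inactive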
iPSC survival up – increases survival of single human iPS cells | survival enhancement, % at 20 µM | hiPSC single-cell survival, ATPlite luminescence; 100% = ROCK inhibitor wells, 0% = DMSO | 360,000 compounds, 0.044% hits | AID 602274; in the data active means survival enhancement above about 18%;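 further: cells exposed to compounds for 16 hours before the ATP read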
PDI turbidity – PDI (human) enzyme inhibition; PDI insulin aggregation turbidity, A650, 90 min; inhibition, % at 10 µM; 350,000 compounds, 0.052% hits; AID 588391;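 active means mean inhibition across replicates of 30% or more, whatever share of single replicates reach that level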;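 further: absorbance from insulin aggregation driven by PDI reduction with DTT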
Target sequence (P07237 whole entry, looked up): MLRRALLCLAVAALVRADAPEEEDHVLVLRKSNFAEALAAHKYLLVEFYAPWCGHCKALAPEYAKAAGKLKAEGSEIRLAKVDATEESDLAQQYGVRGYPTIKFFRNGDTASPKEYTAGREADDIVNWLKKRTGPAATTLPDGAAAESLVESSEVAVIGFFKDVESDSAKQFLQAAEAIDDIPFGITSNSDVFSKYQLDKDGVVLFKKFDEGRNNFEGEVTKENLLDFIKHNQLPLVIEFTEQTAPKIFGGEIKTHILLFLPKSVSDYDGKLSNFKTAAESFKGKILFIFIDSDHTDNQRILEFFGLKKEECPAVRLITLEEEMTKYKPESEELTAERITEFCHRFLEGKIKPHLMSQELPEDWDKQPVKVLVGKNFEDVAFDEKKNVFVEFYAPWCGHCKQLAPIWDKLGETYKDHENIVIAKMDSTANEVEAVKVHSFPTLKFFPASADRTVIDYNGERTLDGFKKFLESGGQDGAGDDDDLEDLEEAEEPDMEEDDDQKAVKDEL
An asterisk follows results filed as active; · = no result given. Compounds as they come; about 3.9% have a hit in one of these screens.

SMILES	HIF-2a block	H9c2 protect	m5-HT2A agonist	MITF TRPM1 inh	Peg3 prom inh	NR2E3 ag-1	NR2E3 ag-2	CaV13 ICDI inh	Shn3 inh set2	iPSC survival up	PDI turbidity
Cc1ccccc1N1C(=O)[C@@H]2Cc3ccccc3CN2C1=O	11	3	2	-5	-8	0	-22	-4	-5	-1.8	2
CCc1cc(=O)oc2cc(OCC(=O)N3CCC[C@H]3C(=O)O)ccc12	15	-2	0	-7	4	0	-4	·	-12	1.6	·
Cc1cccc2nc(CSc3nc4ccc([N+](=O)[O-])cc4[nH]3)cn12	-60	8	-2	-4	-38	-38	-3	-5	13	1.2	4
COc1cc(OC)cc(C(=O)N2CCN(Cc3ccc4c(c3)OCO4)CC2)c1	15	5	-1	-9	14	2	-1	21	-3	-0.4	5
CCCCC(=O)Nc1ncc2c(n1)CC(C)(C)CC2=O	-25	1	6	-5	-14	-3	-18	-1	-11	-0.2	3
Cc1nnc(SCc2ccccc2C#N)n1-c1ccccc1	6	2	2	-7	11	4	-19	·	6	1.0	1
CCCCN1C(=O)/C(=C2/C=CC=CN2C)SC1=S	-111	3	5	-30	-48	1	-6	-5	-11	-0.9	-8
CC(=O)Nc1ccc(S(=O)(=O)N(C)CC(=O)NC2=NCCS2)cc1	19	6	9	4	5	2	-9	-5	-24	-0.9	5
Cc1cc([N+](=O)[O-])ccc1NS(=O)(=O)c1ccccc1	-6	-14	0	-6	17	·	10	-4	-11	-0.8	-2
COc1cc(Cl)c(C)cc1NC(=O)CCCn1c(=O)oc2ccccc21	17	-4	-2	5	8	-1	-11	-5	20	-0.6	7
CCO/C(C)=N/n1c2nc3ccccc3nc2c2c(=O)n(Cc3ccccc3Cl)c(C)nc21	-43	12	0	-16	10	2	-30	0	-6	-0.1	-2
Cc1nc(Cl)sc1C(=O)Nc1ccc(Cl)cc1	-60	-2	2	-11	-35	-1	-11	-3	-20	-0.3	2
Cc1ccc(/C=C/S(=O)(=O)NCC(=O)OCC(=O)Nc2ccc(C(N)=O)cc2)cc1	6	2	5	17	8	1	-6	-6	-14	-0.1	0
CC1CCCN(C(=O)/C(=C/c2ccco2)NC(=O)c2ccccc2)C1 (centres undefined)	4	3	3	5	-1	3	-12	-4	4	0.6	3
COc1cc(OC)cc(-c2cc3nc(C)c(CCC(=O)O)c(C)n3n2)c1	82*	5	7	·	32	-3	51	-5	79	-0.2	5
O=C(Cn1cc(-c2ccccn2)nn1)NS(=O)(=O)c1cccc(OC(F)F)c1	14	2	9	·	13	·	20	-5	3	1.4	-3
COC(=O)c1ccc(NC(=O)CCS(=O)(=O)c2ccc(Br)cc2)cc1	15	-4	0	15	7	0	-1	2	18	3.2	-6
CC(C(=O)NCC1CCCO1)n1cccc1C(=O)c1ccccc1 (centres undefined)	5	3	8	4	6	-1	-18	·	10	-1.4	-5
CC(C)Cc1ccc(C(C)C(=O)N2CCOCC2)cc1 (centres undefined)	-3	-3	0	-4	21	-2	4	-5	2	-0.4	11
COC(=O)Cc1[nH]nc2c1C1(CCSCC1)C(C#N)=C(N)O2	14	-2	0	-2	-5	-2	-9	-9	-15	-1.5	2

The closing three compounds of the section before open the next one.
SMILES	HIF-2a block	H9c2 protect	m5-HT2A agonist	MITF TRPM1 inh	Peg3 prom inh	NR2E3 ag-1	NR2E3 ag-2	CaV13 ICDI inh	Shn3 inh set2	iPSC survival up	PDI turbidity
CC(C(=O)NCC1CCCO1)n1cccc1C(=O)c1ccccc1 (centres undefined)	5	3	8	4	6	-1	-18	·	10	-1.4	-5
CC(C)Cc1ccc(C(C)C(=O)N2CCOCC2)cc1 (centres undefined)	-3	-3	0	-4	21	-2	4	-5	2	-0.4	11
COC(=O)Cc1[nH]nc2c1C1(CCSCC1)C(C#N)=C(N)O2	14	-2	0	-2	-5	-2	-9	-9	-15	-1.5	2
Cc1ccc(-c2nn(CC(=O)N(C)C)c(=O)c3ccccc23)cc1S(=O)(=O)N(C)C	17	8	4	10	11	0	12	-4	-2	4.3	12
O=C(NC1CCCCCCC1)c1cc(-c2ccccn2)nc2ccccc12	12	10	1	14	22	6	4	-3	26	-1.0	7
O=C(COc1ccccc1Cl)Nc1cccc(S(=O)(=O)N2CCCC2)c1	-43	-9	1	-8	-31	4	0	-2	21	-0.1	-6
CCO[C@@H]1OC(C(=O)NCc2nc3ccccc3[nH]2)=C[C@H](C2CC2)[C@H]1CCCO	11	1	-5	30	8	-3	-5	-10	16	-3.7	-3
Cc1ccc(/C=N/Nc2nc(C)cc(C)n2)cc1	-40	6	-2	-8	-22	-4	7	-5	1	0.1	-6
O=C(COC(=O)c1ccc(F)c(S(=O)(=O)N2CCOCC2)c1)NCCc1ccccc1	10	-5	-4	-6	2	-3	11	-6	-2	0.3	0
CCS(=O)(=O)N1CCCC(C(=O)NC2CCCCC2)C1 (centres undefined)	13	1	-1	-12	6	6	-10	-6	14	4.2	-4
O=C(O)c1cncc(C#CCC2CCCCC2)c1	-218	9	3	-50	-194	-1	-77	-4	-6	-0.8	4
Cc1nc2ccc(NC(=O)c3sccc3C)cc2s1	-272	-10	-2	-41	-354	0	-93	-5	-57	-1.7	-3
Cc1c(NC2=CC(=O)CC(C)(C)C2)ccc([N+](=O)[O-])c1C	21	1	-4	15	12	-3	5	2	2	-1.1	10
Cc1cccc(C)c1OCc1cc(C(=O)N2CCN3CCCC3C2)no1 (centres undefined)	-109	3	-4	-32	-88	·	-33	-6	-23	-0.5	1
Cc1ccc(Nc2nc(Cl)c(C=O)s2)cc1Cl	-54	-22	4	-8	-156	0	-4	-4	-32	-0.9	17
Cc1cc(C(=O)O)ccc1-c1ccc(CO)o1	4	4	2	5	-9	-2	-15	11	-4	-0.5	9
O=S(=O)(NCc1ccccc1)c1ccc(S(=O)(=O)N(Cc2ccccn2)Cc2ccco2)cc1	-10	-2	-9	-3	12	5	14	-5	15	-1.8	0
CCn1c(-c2csc3c2CCCC3)n[nH]c1=S	-1	-10	-2	7	3	-23	10	-6	6	-1.6	15
Cc1ccc(NCc2ccncc2)c(Br)c1	-18	-3	5	2	-11	-1	-11	-2	-8	0.4	2
Cn1cccc1C(=O)OCC(=O)Nc1ccc2c(c1)OCO2	-35	0	0	-7	-27	-2	-13	-2	-7	-0.7	-1
COCc1cc(=O)n2[nH]c(C(C)(C)C)cc2n1	19	6	2	8	-9	3	1	-5	11	2.3	2
COc1cc(OC)c2c(c1)C(=O)OC2OC (centres undefined)	18	2	0	0	-9	0	-1	3	-3	-0.5	3
COC(=O)NCC1(C)CC(NC(=O)OC)CC(C)(C)C1 (centres undefined)	11	3	-1	0	2	-6	4	-3	-26	9.4	3
O=C(c1ccncc1)N1CCN(C(=O)c2ccncc2)CC1	7	-4	2	10	-3	-3	-5	-7	18	0.9	-6
COCCN(C(=O)CCc1nnc(Cc2c[nH]c3ccccc23)o1)C(C)C	12	4	2	-5	-12	7	-3	-19	-10	0.1	26
C=CCOc1c(Br)cc(C2NC(=O)NC(C)=C2C(C)=O)cc1OCC (centres undefined)	1	-1	0	12	9	0	-17	-4	23	0.9	9
C=CCOC(=O)C1=C[C@@H](c2coc3ccccc3c2=O)C[C@@H](OCc2ccc(CO)cc2)O1	4	10	0	7	1	-1	-24	-8	12	-3.3	-9
CC(c1ccco1)N(C(=O)c1ccccc1NS(=O)(=O)c1ccc(Cl)cc1)c1ccccn1 (centres undefined)	11	1	-2	9	31	-1	-8	-3	1	-2.7	4
CCOC(=O)CSc1ncc(-c2cccc(Cl)c2)cn1	16	0	-1	-3	9	-3	6	-9	-13	6.8	-3
O=C(Nc1ccc(Cl)cc1Cl)c1csc(-c2cccnc2)n1	-62	-17	-7	-26	-144	-3	-16	-19	1	0.3	5
Cc1ccc(S(=O)(=O)NCCC(=O)NC(C)CCc2ccccc2)cc1 (centres undefined)	5	-2	0	-6	22	-1	-12	-12	14	-0.3	6
CC(C)(C)c1ccc(C(=O)NC2CCN(Cc3ccccc3)CC2)cc1	11	-5	-16	-15	25	0	5	-4	27	-0.6	7
O=C(NNC(=O)C1CC1)c1cc(Br)c(Br)s1	-30	-7	4	6	-28	·	0	-3	-5	-0.4	8
CC(C)CN(C(=O)c1ccco1)C1CCS(=O)(=O)C1 (centres undefined)	4	-3	1	-5	13	1	1	-1	-1	0.0	3
Cc1nn(-c2ccccc2)c(NC(=O)c2ccccc2)c1Br	14	0	2	2	-8	-1	-17	-3	-12	0.0	-4
O=C(Nc1ccc2nc([C@H]3C[C@H](O)[C@@H](CO)O3)[nH]c2c1)NC(c1ccccc1)c1ccccc1	7	2	-4	·	-15	·	-5	13	-8	1.2	5
Cc1ccc(C(=O)C2CCN(CC(=O)Nc3nc(C)cs3)CC2)cc1	-1	-12	0	12	24	5	7	-7	-26	-3.6	11
CN1CCN(CC(=O)Nc2nnc(-c3cccs3)s2)CC1	-22	1	1	-7	-14	-1	14	-2	12	0.1	-16
CN(C)/C=C(\C=O)c1onc(-c2ccccc2Cl)c1C#N	-3	1	-3	-7	14	5	-1	·	-10	-0.3	7
CC(C)OC(=O)c1ccc(NC(=O)c2ccco2)cc1	-230	-2	2	-109	-257	2	-81	-6	-57	-2.0	3
CCC(=O)Nc1ccc(C=C(C(C)=O)C(C)=O)cc1	30	9	-4	16	22	0	6	-5	7	-0.4	1
COc1ccccc1NC(=O)N1CCN(c2ccc3nnc(-c4ccc(F)cc4)n3n2)CC1	-12	15	-3	-15	7	2	-5	-4	1	-0.3	-1
COc1cc2ccccc2cc1C(=O)Nc1sc2c(c1C(N)=O)CCN(C(C)C)C2	8	-17	-4	46	101*	5	6	-6	5	-0.3	-5
COc1ccc([C@H]2N[C@]3(CCCN(Cc4ccco4)C3=O)[C@H]3C(=O)N(C)C(=O)[C@@H]23)cc1	0	0	-1	·	-10	·	-20	-3	1	2.9	2
CCOc1ccc(N2C(=O)CC(N3CCN(C4CCc5ccccc5C4)CC3)C2=O)cc1 (centres undefined)	16	12	-3	6	7	1	-26	·	28	0.0	2
CCCN(C(=O)CSc1nnc(-c2ccc3c(c2)OCO3)o1)C1CCS(=O)(=O)C1 (centres undefined)	-3	3	-2	·	4	·	-3	10	-27	2.9	8
CCc1cc(C(c2ccccn2)N2CCN(C)CC2)c(NC(=O)c2ccccc2)s1 (centres undefined)	4	6	-8	3	3	0	19	-3	13	5.2	-8
CN1C(N)=NC(=O)/C1=C\c1ccc(Br)cc1	-50	1	-8	-12	-42	0	-35	-20	-37	-0.4	-1
